# USP17 inh: blocks human USP17 ubiquitin-rhodamine cleavage. A8MUK1. purified USP17, Ub-rhodamine cleavage fluorescence, 3 h. inhibition, % at 50 µM. 47,000 compounds, 6.5% hits. AID 1645855
# Target sequence (A8MUK1 whole entry, looked up): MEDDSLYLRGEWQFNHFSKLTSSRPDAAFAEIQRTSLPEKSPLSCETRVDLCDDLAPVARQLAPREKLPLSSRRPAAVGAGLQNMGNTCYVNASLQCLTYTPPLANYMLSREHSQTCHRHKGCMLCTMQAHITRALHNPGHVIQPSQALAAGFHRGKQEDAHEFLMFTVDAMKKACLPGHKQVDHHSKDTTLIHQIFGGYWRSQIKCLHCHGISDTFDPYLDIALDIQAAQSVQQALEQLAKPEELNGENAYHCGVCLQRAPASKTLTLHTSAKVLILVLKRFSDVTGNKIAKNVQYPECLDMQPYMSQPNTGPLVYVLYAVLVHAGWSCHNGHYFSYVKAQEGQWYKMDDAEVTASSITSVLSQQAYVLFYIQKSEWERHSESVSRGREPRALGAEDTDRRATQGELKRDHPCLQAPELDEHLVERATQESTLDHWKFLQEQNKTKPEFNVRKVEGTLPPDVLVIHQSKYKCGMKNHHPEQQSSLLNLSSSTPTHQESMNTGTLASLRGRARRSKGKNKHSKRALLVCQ
# USP10 block: inhibitors of human USP10 deubiquitinase; purified USP10, Ub-rhodamine fluorescence, 60 min; inhibition, % at 20 µM; 47,000 compounds, 1.1% hits
# OTUD3 inh: human OTUD3 deubiquitinase inhibition | 47,000 compounds, 0.7% hits | AID 1645858 | inhibition, % at 25 µM | Q5T2D3 | purified OTUD3, Ub-rhodamine fluorescence, 2 h
# Target sequence (Q5T2D3 whole entry, looked up): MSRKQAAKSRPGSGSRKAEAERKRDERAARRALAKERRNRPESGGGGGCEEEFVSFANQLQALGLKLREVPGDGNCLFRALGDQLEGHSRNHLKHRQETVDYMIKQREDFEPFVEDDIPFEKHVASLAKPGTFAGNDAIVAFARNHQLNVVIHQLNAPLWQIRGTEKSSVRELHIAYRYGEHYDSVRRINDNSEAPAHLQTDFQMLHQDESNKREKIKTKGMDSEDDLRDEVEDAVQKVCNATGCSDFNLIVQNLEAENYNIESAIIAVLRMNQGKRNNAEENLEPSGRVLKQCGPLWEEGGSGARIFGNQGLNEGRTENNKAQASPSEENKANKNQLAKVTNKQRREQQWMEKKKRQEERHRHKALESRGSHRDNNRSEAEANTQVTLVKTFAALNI
# USP30 block: human USP30 deubiquitinase inhibition; purified USP30, Ub-rhodamine cleavage fluorescence; Q70CQ3; 47,000 compounds, 5.3% hits; inhibition, % at 25 µM; AID 1645860
# USP28 block: inhibitors of human USP28 deubiquitinase | AID 1645857 | 47,000 compounds, 3% hits | inhibition, % at 25 µM | Q96RU2 | purified USP28, Ub-rhodamine cleavage fluorescence, 30 min
# USP7 inh: blocks human USP7 ubiquitin-rhodamine cleavage; 47,000 compounds, 0.3% hits; purified USP7, Ub-rhodamine cleavage fluorescence; inhibition, % at 20 µM; Q93009
# UCHL1 block: human UCHL1 deubiquitinase inhibition; P09936; purified UCHL1, Ub-rhodamine cleavage fluorescence; inhibition, % at 20 µM; 47,000 compounds, 0.2% hits; AID 1645859
# USP8 inh: human USP8 deubiquitinase inhibition; 47,000 compounds, 4.2% hits; inhibition, % at 20 µM; purified USP8, Ub-rhodamine cleavage fluorescence, 30 min; P40818; AID 1645853
# An asterisk follows results filed as active; i = inactive; / = not tested or not shown. Cut-off read from the data, not from the text of the source: active = inhibition above about 30%; inactive = the rest.
SMILES,USP17 inh,USP10 block,OTUD3 inh,USP30 block,USP28 block,USP7 inh,UCHL1 block,USP8 inh
CCc1ccc(C(=O)N2CCc3[nH]nc(C(=O)N4CCOCC4)c3C2)cc1,-15,1,-8,-8,-9,0,1,-11
O=C(Oc1ccc(C2CCCCC2)cc1)c1ccco1,-6,5,-6,-9,-7,1,1,0
O=C(NCCN1CCCCC1)C1CCN(c2ccc(N3CCCCC3)nn2)CC1,11,-1,9,-3,20,0,1,6
Fc1ccccc1CNc1cc(-n2ccnc2)ncn1,7,1,13,9,26,-2,0,12
CNC(=O)c1c2n(c3ncccc13)CCN(C(=O)c1ccncc1)C2,7,1,15,19,8,2,0,21
CC1c2ccsc2CCN1S(=O)(=O)c1cc(C(F)(F)F)cc(C(F)(F)F)c1 (stereo not drawn),-2,7,8,-17,-11,8,4,4
Cc1cccc(N2CCCn3c2nc2c3c(=O)n(CCc3ccccc3)c(=O)n2C)c1,-4,-2,9,15,7,7,5,-5
CC(=O)N1CCN(c2nc3c(s2)CC(C(=O)NCc2ccc(C)cc2)CC3)CC1 (stereo not drawn),-7,-3,-3,-9,-2,2,1,-4
COc1ccccc1CNC(=O)c1ccc(Cl)c(S(=O)(=O)N2CCCC2)c1,2,0,-5,-8,6,4,-1,-5
COc1cccc(CNc2cc(C(C)C)nc3nc(-c4cccnc4)nn23)c1,35*,1,8,20,14,2,2,6
Cc1cc(=O)c2c(O)c3c(O)cc(=O)c4c3c3c(cc(O)c1c23)C(C)(C)C=4O,-45,-10,-77,-257,-53,-135,-169,-329
COc1ccc(C2(c3nnc(C(C)Oc4ccc(F)cc4)o3)CCOCC2)cc1 (stereo not drawn),-1,-2,-12,-16,-18,-45,2,-4
COc1ccc(C(=O)N2C[C@@H]3OCC(=O)N(CC4CC4)[C@@H]3C2)cc1,-4,0,-3,-9,-6,2,-3,-12
Cc1cc(=O)oc2cc(NC(=O)c3noc4c3COc3ccccc3-4)ccc12,15,3,22,16,8,10,2,21
Cc1cc(C(=O)N2CC[C@@H]3OCCN(S(C)(=O)=O)[C@H]3CC2)no1,-14,-1,-2,11,-7,-1,1,-79
Cc1cccc(CNC(=O)c2nc(N3CCSCC3)c3cn(C)nc3n2)c1,-37,-3,-11,0,-4,-1,-4,-24
O=C(COC(=O)c1n[nH]c2ccccc12)Nc1ccc(N2CCCCC2)cc1,59*,4,-7,38*,25,11,0,5
Cc1ncoc1C(=O)N1CCCC(c2ncc(Cc3cccc(F)c3)o2)C1 (stereo not drawn),-16,-4,-3,1,-1,-1,-1,-39
CCCSc1nc(N)c2c3c(sc2n1)COC(C)(C)C3,47*,3,-5,-13,-11,-1,-4,3
CC(C)c1nc2oc3c(N4CCCC4)ncnc3c2c2c1CCC2,-12,1,1,7,-8,1,0,-11
Cc1ccc(Oc2c(COC(=O)c3ccc(F)cc3)c(-c3ccccc3)nn2C)cc1,-13,6,1,-11,-5,5,3,3
CC(C)C1=C2C3=CC=C(C=O)C[C@H](O[C@@H]4OC[C@@H](O)[C@H](O)[C@H]4O)[C@@]3(C)CC[C@@]2(C)CC1,-18,-12,-22,-34,-12,-8,-1,-9
O=C(Nc1ccccc1)c1c(-c2ccccc2)c2c3n(c(-c4ccccc4)nn13)CCCC2,/,3,-14,-36,-29,-3,-5,-23
CC1(C(N)=O)CCN(C(=O)c2ccc(Cc3ccccc3F)nc2)CC1,-7,-3,-10,-7,-16,0,-4,0
O=C(NC1CCCC1)N1CCC2(CC1)OC(C(=O)N1CCCCC1)Cn1ccnc12 (stereo not drawn),-2,-5,-6,-21,-4,0,-6,-15
Cc1cc(Sc2ncccc2[N+](=O)[O-])c(Cl)cc1Cl,2,8,-10,-2,-13,-11,0,-28
CCc1ccc2nc(NC(=O)C3CCCCN3S(=O)(=O)c3ccccc3)sc2c1 (stereo not drawn),5,8,3,11,17,8,11,23
COc1ccccc1CC(=O)N1CCC(c2[nH]nc3nccnc23)CC1,-5,0,0,5,-2,-2,-2,-17
COC(=O)c1ccc(NC(=O)CN2C(=O)C(C)N(c3ccc(C)cc3)C2=O)cc1 (stereo not drawn),26,3,7,21,21,5,4,15
O=C(c1ccc(F)cc1)c1ccc(OCc2cc(=O)n3ccsc3n2)cc1,-73,-9,-39,-175,-70,-12,-14,-11
CCc1cccc(Nc2nc3ccncc3n(Cc3ccccc3)c2=O)c1,/,-6,7,0,-18,5,1,-15
O=C(c1ccco1)N1CCC(Nc2ncnc3c2CCC3)C1 (stereo not drawn),-4,-3,-8,-10,-8,1,-1,-21
O=C(CCc1nnc2n(Cc3ccc(Cl)cc3)c(=O)c3ccccc3n12)NC1CCN(Cc2ccccc2)CC1,-67,-3,-3,-8,22,-25,0,-1
Cc1cc(C)n(-c2ccc(C(=O)NCc3ccc(F)cc3)cn2)n1,49*,3,9,69*,34*,-1,-1,20
CNC(=O)c1c2n(c3ncccc13)CC(C)N(C(=O)c1cccnc1)C2 (stereo not drawn),15,0,8,24,8,6,2,12
Cc1cccc(Nc2nccnc2C2CCN(C(=O)c3ccn[nH]3)CC2)n1,4,1,9,11,1,2,3,3
O=C(NCc1cccnc1)C1CN(S(=O)(=O)c2cccnc2)CC12CCCCC2 (stereo not drawn),/,-6,0,-12,2,2,4,16
CCn1ncc(-c2csc(N)n2)c1C,6,-3,25,-24,19,2,0,-4
COc1cccc(-c2nnc(SCC(=O)Nc3cc(-c4ccccc4)nn3-c3ccccc3)n2C)c1,-16,-8,-4,-27,-3,-4,-2,-4
CC(=O)c1cccc(NS(=O)(=O)c2ccc(-c3cc(C)no3)s2)c1,11,8,8,15,8,5,0,17
Cc1ccccc1Cn1cc(S(=O)(=O)N2CCOCC2)ccc1=O,4,4,8,9,13,3,3,1
CC(NC(=O)CN1CCN(Cc2ccc(F)cc2)C1=O)c1ccccc1 (stereo not drawn),5,-1,7,9,9,2,3,14
O=C(CN1CCN(C(=O)c2ccc(-c3ccc(F)cc3)o2)CC1)NC1CC1,-1,-4,0,-17,-5,6,0,-7
CCOc1ccc(S(=O)(=O)N2CCN=C2N2CCCCC2)cc1,-8,-2,-8,-34,-5,-13,-1,-6
Cc1ccc(S(=O)(=O)N[C@H](C(=O)N2CCC(C(=O)NC3(C(=O)O)CCCCC3)CC2)C(C)C)cc1,-1,-1,-4,-4,-4,2,-2,2
CC(O)CNCc1nn(Cc2ccccc2)nc1-c1ccccc1 (stereo not drawn),-8,-2,0,0,-1,-7,2,-12
CCCCS(=O)(=O)N1C[C@H]2C[C@H](C(=O)N3CCOCC3)[C@@H](C1)O2,1,1,28,14,5,6,5,7
COc1ccc2nc(NC(=O)CCc3nnc(-c4ccc(C)cc4)o3)sc2c1,-63,-6,-65,-212,-63,-5,-11,-24

# 11 successive entries from above:
SMILES,USP17 inh,USP10 block,OTUD3 inh,USP30 block,USP28 block,USP7 inh,UCHL1 block,USP8 inh
CCn1ncc(-c2csc(N)n2)c1C,6,-3,25,-24,19,2,0,-4
COc1cccc(-c2nnc(SCC(=O)Nc3cc(-c4ccccc4)nn3-c3ccccc3)n2C)c1,-16,-8,-4,-27,-3,-4,-2,-4
CC(=O)c1cccc(NS(=O)(=O)c2ccc(-c3cc(C)no3)s2)c1,11,8,8,15,8,5,0,17
Cc1ccccc1Cn1cc(S(=O)(=O)N2CCOCC2)ccc1=O,4,4,8,9,13,3,3,1
CC(NC(=O)CN1CCN(Cc2ccc(F)cc2)C1=O)c1ccccc1 (stereo not drawn),5,-1,7,9,9,2,3,14
O=C(CN1CCN(C(=O)c2ccc(-c3ccc(F)cc3)o2)CC1)NC1CC1,-1,-4,0,-17,-5,6,0,-7
CCOc1ccc(S(=O)(=O)N2CCN=C2N2CCCCC2)cc1,-8,-2,-8,-34,-5,-13,-1,-6
Cc1ccc(S(=O)(=O)N[C@H](C(=O)N2CCC(C(=O)NC3(C(=O)O)CCCCC3)CC2)C(C)C)cc1,-1,-1,-4,-4,-4,2,-2,2
CC(O)CNCc1nn(Cc2ccccc2)nc1-c1ccccc1 (stereo not drawn),-8,-2,0,0,-1,-7,2,-12
CCCCS(=O)(=O)N1C[C@H]2C[C@H](C(=O)N3CCOCC3)[C@@H](C1)O2,1,1,28,14,5,6,5,7
COc1ccc2nc(NC(=O)CCc3nnc(-c4ccc(C)cc4)o3)sc2c1,-63,-6,-65,-212,-63,-5,-11,-24

# (continued)
SMILES,USP17 inh,USP10 block,OTUD3 inh,USP30 block,USP28 block,USP7 inh,UCHL1 block,USP8 inh
COc1cccc(-c2cn3c(-c4ccccc4)c(-c4ccccc4)nc3n2-c2cccc(Cl)c2)c1,28,1,11,6,5,4,5,81*
COc1ccc(CCN(Cc2ccccc2)S(=O)(=O)c2ccc(S(=O)(=O)N3CCCC3)cc2)cc1OC,16,0,11,18,9,4,2,-8
O=C(Cn1c(-c2nc(-c3ccccc3)no2)cccc1=O)Nc1ccccc1,34*,11,5,22,7,11,0,25
Cc1nc2cc(N3CC(C(=O)N4CCN(c5ccccc5)CC4)CC3=O)ccc2o1 (stereo not drawn),9,3,15,20,22,3,2,11
COc1cccc(CC(=O)N2CCc3nc(C(=O)N4CCCC4)sc3CC2)c1,-3,0,8,8,18,0,0,-8
O=C(Nc1ccncc1)c1cc(Br)ccc1F,25,3,10,35*,14,-4,1,14
COc1ccc(CN(C(=O)CCN2C(=O)c3ccccc3S2(=O)=O)c2ccccc2O)cc1,4,5,-10,-7,0,-4,0,-8
COc1cccc(NC(=O)CCn2c(=O)c3cccn3c3ccccc32)c1,-72,0,-41,-139,-19,4,4,5
Fc1ccc(F)c(NC2=NCCCCC2)c1,-4,-1,-23,-4,-6,-4,0,-3
O=C(Nc1ccc(Cl)cc1)C1CCCN(c2cnccn2)C1 (stereo not drawn),33*,0,22,27,9,-4,3,6
CN1CCN(c2cc(-c3ccc(F)cc3)nc(-c3cccnc3)n2)CC1,-26,-6,-24,-69,-31,-14,-2,15
COc1cc(CC(=O)Nc2cc(S(=O)(=O)N3CCOCC3)ccc2N2CCCC2)cc(OC)c1OC,-3,-3,0,4,-3,3,0,2
Fc1cnc(N2CC[C@H]3CO[C@H](CNc4ncccn4)[C@H]3C2)nc1,-166,-5,-189,i,-263,-64,-58,-299
O=C(N[C@H](Cc1ccccc1)C(=O)NCc1cscn1)c1ccccc1F,-3,1,-7,-12,-9,-4,-2,0
Cc1cc(-c2cc(C)[nH]n2)nc(C2CCN(S(C)(=O)=O)CC2)n1,1,-3,-2,-15,-3,4,0,5
Cc1noc(C)c1C1CCCN1S(=O)(=O)c1cc(F)ccc1F (stereo not drawn),5,1,3,5,0,-6,-6,0
Cc1ccc(N2CC(c3nnc(NC(=O)CCc4ccccc4)s3)CC2=O)cc1 (stereo not drawn),18,26,18,29,15,9,1,56*
O=C1C2=C(Nc3ccccc3SC2c2ccccc2F)c2ccccc21 (stereo not drawn),17,15,15,-86,21,-2,5,-102
Cc1ccc(S(=O)(=O)NCc2cccs2)cc1,0,-2,0,-6,0,0,0,0
COc1ccc(CCNC(=O)c2c(-c3ccccc3)noc2C)cc1OC,3,2,6,12,1,2,3,5
COc1cc(Cl)c(C)cc1NC(=O)c1c(C)oc2ncnc(N3CCOCC3)c12,5,-3,2,/,/,-12,5,-12
O=C(COC(=O)c1cc2ccccc2cc1O)NCCc1ccccc1,0,15,8,-1,16,8,1,42*
CC1(C)Cc2c(sc3nc(SCCOc4ccccc4)nc(N)c23)CO1,16,2,5,16,9,7,5,-1
CCC/C=C/C=C/C=C(\C)[C@@H]1OC[C@H](C)[C@H](OC)[C@H]1OC(=O)CN,-22,0,8,29,1,4,4,8
CCCCOc1ccc(C(=O)Nc2c3c(nn2-c2ccccc2C)CSC3)cc1,46*,24,19,25,19,-13,12,29
CCn1ccc2c(cc(C(=O)Nc3cccc(F)c3)n2C)c1=O,39*,-3,-4,12,43*,1,-2,-7
CC(=O)NC(Cc1cccc(F)c1)C(=O)NC1CCN(C(=O)C2CC2)CC1 (stereo not drawn),0,0,-4,0,-5,2,-1,4
Cc1cc(C(=O)N2CC[C@@H]3CN(CC(C)C)S(=O)(=O)[C@@H]3CC2)no1,-10,0,-5,-7,-8,1,-2,-12
O=C(Nc1cc(F)ccc1F)c1cc(-c2cccnc2)n[nH]1,57*,12,4,/,/,10,0,5
COc1ccc(OC)c(NC(=O)c2cnc(NCc3ccccc3F)nc2C)c1,2,-2,-12,-10,-2,-15,1,33*
Cc1[nH]c2c(C)ccc(F)c2c1CCNC(=O)c1ccnn1C,-4,-2,-3,-24,-1,0,3,9
CCc1ccc(N2CC(C(=O)Nc3cccnc3)CC2=O)cc1 (stereo not drawn),-3,0,-2,-5,4,-3,1,9
Cc1cccc(C)c1NC(=O)C1CCCCN1S(=O)(=O)c1ccc(F)cc1 (stereo not drawn),20,0,14,26,16,-1,1,21
Cc1n[nH]c(C)c1CNC(=O)c1nnn(-c2ccccc2F)c1-c1ccccn1,-54,-10,-51,-194,-46,-7,-14,-26

# Screens deposited in PubChem by Dana-Farber Cancer Institute and Novartis Institutes for BioMedical Research (Cambridge, Mass).
